Compound activity from PubChem.
Tau fluor cs: counter-screen for tau fibril formation inhibitors. tau K18 P301L Alexa594 fluorescence, heparin fibrillization. Potency, µM (top dose mostly 57.7 µM), for the others: at the highest dose activity change, negative = decrease. 280,000 compounds, 0.93% hits. AID 1463; also: nearly all actives have a fitted effect of over 55% in size
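Human tau K18 P301L (15 uM unlabeled, 0.24 uM Alexa 594-labeled) in 100 mM sodium acetate pH 7 with 20 uM heparin, 6 hr at 37 C. ThT 30 uM added, 1 hr ambient; Alexa 594 FP and total fluorescence read at 555/632 nm.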
Tau fibril FP: tau fibrillization inhibition (FP); 280,000 compounds, 0.39% hits; Potency, µM (doses to about 57.7 µM), without a hit: at the highest dose activity, negative = inhibition, usual class: inhibitors; P10636; K18 P301L tau heparin fibrillization, Alexa594 FP, 6 h; also: nearly all actives have a fitted effect of over 55% in size
Target sequence (P10636 561-689 P618L limits assumed): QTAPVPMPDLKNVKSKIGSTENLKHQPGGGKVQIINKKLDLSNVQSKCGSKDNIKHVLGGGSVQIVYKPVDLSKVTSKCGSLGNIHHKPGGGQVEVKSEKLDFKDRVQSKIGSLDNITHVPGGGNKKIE
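Read-out: fluorescence polarization of Alexa 594-labeled tau (0.24 uM), 555 nm excitation, 632 nm emission. Mixtures held 15 uM unlabeled K18 P301L, compound and 20 uM heparin, pH 7 acetate buffer, incubated 6 hr at 37 C.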
TR SRC2 fluor cs: Texas Red fluorescence interference in TRb-SRC2 counter-screen. 280,000 compounds, 0.29% hits. AID 1479. Potency, µM (series often up to 106 µM), inactives show at the top dose fluorescence change, negative = quenching. TRb/SRC2 Texas Red total fluorescence interference; active = well fitted curve in either direction with a large enough effect; inconclusive = small, poorly fitted or top-dose-only effect
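Flags fluorescent or light-absorbing compounds by total fluorescence, S + 2P, at 555 nm excitation and 632 nm emission. Mixture: 20 nM Texas Red SRC2 peptide, 0.6 uM human TRb LBD, 1 uM T3, 5% DMSO; compound exposure 5 h at ambient temperature.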
ALDH1A1 block: blocks purified human ALDH1A1 activity; Purified ALDH1A1, NADH fluorescence, propionaldehyde substrate; Potency, µM (doses to about 75.3 µM), without a hit: at the top dose activity, negative = inhibition, most hits filed as inhibitors; 220,000 compounds, 7.3% hits; AID 1030; active = well fitted inhibition curve with a large enough effect, not every such curve was filed as active; inconclusive = small, poorly fitted or top-dose-only effect, or another doubt; inactive = no such curve, though single readings can be large or run the other way;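 also: plate controls were no enzyme wells and a reference inhibitor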
L3MBTL1 inh: inhibitors of human L3MBTL1; AlphaScreen L3MBTL1–H3K9me1 peptide binding; Q9Y468; Potency, µM (top dose mostly 57.1 µM), inactives show at the highest dose activity, negative = inhibition, hits mostly inhibitors; 230,000 compounds, 0.66% hits; also: nearly all actives have a fitted effect of over 60% in size
Target sequence (Q9Y468 whole entry, looked up): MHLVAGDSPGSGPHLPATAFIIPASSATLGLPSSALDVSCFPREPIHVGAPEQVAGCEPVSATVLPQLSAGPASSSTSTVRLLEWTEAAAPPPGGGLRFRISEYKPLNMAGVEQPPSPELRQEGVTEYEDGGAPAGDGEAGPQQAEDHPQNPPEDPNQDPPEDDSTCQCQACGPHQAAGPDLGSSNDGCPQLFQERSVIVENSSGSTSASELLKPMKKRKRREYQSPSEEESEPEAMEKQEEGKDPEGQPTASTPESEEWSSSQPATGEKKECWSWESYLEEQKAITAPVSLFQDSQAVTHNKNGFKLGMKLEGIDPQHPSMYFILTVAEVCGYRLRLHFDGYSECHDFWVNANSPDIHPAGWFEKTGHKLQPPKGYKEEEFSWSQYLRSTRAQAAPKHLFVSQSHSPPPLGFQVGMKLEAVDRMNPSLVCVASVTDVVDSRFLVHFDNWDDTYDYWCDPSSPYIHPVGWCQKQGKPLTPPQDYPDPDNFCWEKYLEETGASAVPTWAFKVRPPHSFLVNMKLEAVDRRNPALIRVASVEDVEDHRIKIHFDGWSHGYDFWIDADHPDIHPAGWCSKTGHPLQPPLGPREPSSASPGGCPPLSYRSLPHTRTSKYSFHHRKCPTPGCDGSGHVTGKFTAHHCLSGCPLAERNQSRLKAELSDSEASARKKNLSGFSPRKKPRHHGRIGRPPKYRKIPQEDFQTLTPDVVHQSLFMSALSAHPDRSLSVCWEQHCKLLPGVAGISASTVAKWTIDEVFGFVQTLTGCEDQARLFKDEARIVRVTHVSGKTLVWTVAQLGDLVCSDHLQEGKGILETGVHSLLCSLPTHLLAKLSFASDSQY
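L3MBTL1 (50 nM) pre-complexed 30 min with biotinylated H3(1-15)K9me1 peptide (75 nM), then compounds added for 30 min at room temperature; AlphaScreen streptavidin donor/nickel chelate acceptor beads (10 ug/mL final) read after 30 min dark incubation.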
TRb SRC2 PPI: disrupts binding of human TR beta to SRC2. P10828. TRbeta-SRC2 peptide binding, fluorescence polarization; receptor liganded with 1 µM T3. Potency, µM (top dose mostly 106 µM), for inactives: at the top dose activity change, negative = inhibition, usual class: inhibitors. 280,000 compounds, 0.065% hits. AID 1469;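 also: plate controls were bound peptide for no effect and peptide without receptor for full effect; nearly all actives have a fitted effect of over 50% in size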
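Read-out is fluorescence polarization (555 nm excitation, 632 nm emission) of a Texas Red SRC2 coactivator peptide; loss of signal reflects blocked binding to human TRb ligand-binding domain in the presence of 1 uM T3.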
GLA spleen mod: inhibits or activates alpha-galactosidase in human spleen homogenate; 240,000 compounds, 0.008% hits; human spleen homogenate, 4MU-alpha-Gal fluorescence, 40 min; Potency, µM (highest dose often 80 µM), for the others: at the highest dose activity change, negative = inhibition, usual class: inhibitors;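 also: 0% = enzyme with vehicle and -100% = no enzyme basal signal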
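Fluorogenic readout (Ex 365/Em 440 nm) of 4-methylumbelliferone released from 1 mM 4-MU-alpha-galactoside by spleen homogenate, 40 min at 37C, pH 5.0. Data normalized to no-enzyme and enzyme controls; Hill-equation AC50 from compound titrations.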
Tau fibril ThT: blocks human tau fibril formation measured by thioflavin T; P10636; recombinant tau K18 P301L (four-repeat tau fragment), heparin-induced fibrillization, ThT fluorescence; Potency, µM (highest dose often 57.4 µM), for the others: top-dose activity, negative = inhibition, actives largely listed as inhibitors; 270,000 compounds, 2.1% hits; AID 1460; also: nearly all actives have a fitted effect of over 55% in size
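Tau K18 P301L fragment (15 uM unlabeled plus 0.24 uM Alexa 594-labeled) in 100 mM sodium acetate pH 7 with compound, fibrillization induced by 20 uM heparin for 6 hr at 37 C. Thioflavin T (30 uM) added, fluorescence read after 1 hr (ex 450, em 510 nm).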
* = called active by the depositor; u = inconclusive; x = not tested or not shown; [ ] = remark or other dose. Unless noted, calls follow the shape of the dose curve; as a rule, active = well fitted curve in the direction sought with a large enough effect; inconclusive = small, poorly fitted or top-dose-only effect, or another doubt; inactive = no such curve, though single readings can be large; an effect the other way counts as inactive or inconclusive. Unless noted, % is scaled to controls: 0 for no effect and ±100 for the full control effect; potency is read from the fitted curve at half-maximal effect. Outcome played no part in choosing rows; overall some 8.5% were active at least once.

SMILES | Tau fluor cs | Tau fibril FP | TR SRC2 fluor cs | ALDH1A1 block | L3MBTL1 inh | TRb SRC2 PPI | GLA spleen mod | Tau fibril ThT
CCC(C)(C)n1nnnc1C(c1cccs1)N1CCCCC1 (stereo unspecified) | -15% | -7% | -4% | -7% | -12% | -4% | -3% | -13%
N#Cc1cc2c(nc1SCc1cccc(Cl)c1)CCCCC2 | -9% | 1% | -1% | 0% | -3% | 5% | 9% | -6%
O=C(CSC1=Nc2ccccc2N=C(c2ccc(F)cc2)C1)Nc1cccc(C(F)(F)F)c1 | -25% | u | -11% | x | x | 3% | x | 0%
Cc1ccc2c(c1)-c1c(cnn1CC(=O)Nc1ccccc1C#N)CO2 | -18% | -7% | 7% | x | x | -12% | x | -8%
CC1CCc2sc(C(=O)Nc3nnc(SCc4ccc(F)cc4)s3)cc2C1 (stereo unspecified) | -12% | -5% | -6% | u | 0% | 0% | -3% | -12%
CN(C)c1ccc(C(CNC(=O)c2c(F)cccc2Cl)N2CCOCC2)cc1 (stereo unspecified) | -9% | 10% | -1% | x | x | -3% | x | -11%
COCCN(C(=O)CSc1nnc(-c2ccccc2C)n1C)c1c(N)n(Cc2ccccc2)c(=O)[nH]c1=O | -4% | -10% | -1% | 5% | x | 4% | -8% | -7%
COc1ccc(/C=N/NC(=O)CCN2CCCCC2c2cccnc2)cc1Cn1cc([N+](=O)[O-])cn1 (stereo unspecified) | -14% | 7% | -2% | x | -5% | 0% | 8% | -17%
CC(C)N=C1NN=C(c2ccc(F)cc2)CS1 | -11% | -12% | 0% | u | x | -3% | 0% | u
O=C(NCc1ccccc1Cl)c1ccc(NC(=O)N2CCCCc3ccccc32)cc1 | 13% | -3% | u | x | x | 0% | x | 4%
O=C(O)CCN1CCOCC1 | -1% | -2% | -2% | 9% | 7% | -3% | u | -1%
O=C(Nc1ccc(Cl)cc1)/C(=C/c1cccc(O)c1)c1nc2ccccc2s1 | u | u | 1% | -11% | -1% | -3% | 5% | 20µM*
Cc1ccc(C(=O)COC(=O)CCc2nc3ccccc3[nH]c2=O)cc1C | -8% | -5% | -1% | -10% | 8% | -16% | -1% | u
Cc1ccc(C2NC(C(=O)O)CS2)cc1 (stereo unspecified) | -12% | -12% | -7% | -1% | 8% | 7% | -5% | u
COc1ccccc1NC(=O)C1CCCN(S(=O)(=O)c2cnc[nH]2)C1 (stereo unspecified) | -5% | -2% | 2% | 5% | x | -17% | 0% | -5%
CC(NC(=O)c1cccnc1)C(=O)O (stereo unspecified) | -11% | -8% | -2% | 10% | 3% | 1% | 18% | -8%
Cc1cc(C)nc(N2CCCC(C(=O)NCc3ccccc3F)C2)n1 (stereo unspecified) | 4% | 0% | 0% | -1% | 4% | 1% | 6% | -2%
CCOc1ccc2nc(N/C(N)=N/C(=S)Nc3cccc(OC)c3)nc(C)c2c1 | -28% | 3% | -6% | x | -5% | 6% | 1% | -6%
COc1ccc(NC2SC(=O)N(CC(=O)O)C2=O)cc1 (stereo unspecified) | -9% | -9% | -1% | u | 4% | -4% | 8% | u
COc1ccccc1NC(=O)C1=C(C)NC(=O)NC1c1cccc(OC)c1OC (stereo unspecified) | 3% | -1% | -1% | 12% | -1% | -21% | -1% | -1%
NC(=O)C1(N2CCCCC2)CCN(C(=O)c2ccc(-n3cnnn3)cc2)CC1 | 7% | -2% | -4% | 8% | 10% | 2% | 4% | 1%
CC(C)(C)OC(=O)N1CCC2(CC1)C(C#N)=C(N)OC1=C2C(=O)CCC1 | 1% | 4% | 2% | -10% | 16% | 0% | -5% | -9%
CN(C)NC(=S)NC1CC2CCC1C2 (stereo unspecified) | u | 10% | -1% | x | x | 2% | 4% | x
N#CCCn1cc(/C=N/O)c(-c2cccc([N+](=O)[O-])c2)n1 | -4% | -8% | -1% | u | 9% | -7% | 0% | -2%
CCn1c2ccccc2c2cc(NC(=O)CSc3nnc(C4CC4)n3Cc3ccco3)ccc21 | u | 16% | 3% | 18µM* | u | -17% | -1% | u
COc1ccc(C(=O)COC(=O)CCCC(=O)Nc2cc(C(F)(F)F)ccc2Cl)cc1 | -23% | -8% | -1% | x | x | 6% | x | -23%
CC1(N2CCOCC2)CC2(O)C(=[N+]1[O-])CCc1nonc12 (stereo unspecified) | -19% | 1% | -3% | u | -9% | 4% | 1% | u
O=S(=O)(Cc1ccc(Cl)cc1)CC(O)COCc1ccccc1 (stereo unspecified) | -6% | 5% | -1% | 0% | x | -4% | 7% | 3%
O=[N+]([O-])/C(C(=C(Cl)Cl)N1CCOCC1)=C1\NCCO1 | -5% | 1% | -2% | -4% | -3% | 6% | -3% | -10%
c1ccc(Oc2ccccc2)cc1 | x | x | 0%[201 µM] | -7% | x | 5%[201 µM] | 0% | x

In a second layout: entries from further up.
Screens in order – Tau fluor cs, Tau fibril FP, TR SRC2 fluor cs, ALDH1A1 block, L3MBTL1 inh, TRb SRC2 PPI, GLA spleen mod, Tau fibril ThT
> CC(NC(=O)c1cccnc1)C(=O)O (stereo unspecified)
→ -11%, -8%, -2%, 10%, 3%, 1%, 18%, -8%
> Cc1cc(C)nc(N2CCCC(C(=O)NCc3ccccc3F)C2)n1 (stereo unspecified)
→ 4%, 0%, 0%, -1%, 4%, 1%, 6%, -2%
> CCOc1ccc2nc(N/C(N)=N/C(=S)Nc3cccc(OC)c3)nc(C)c2c1
→ -28%, 3%, -6%, x, -5%, 6%, 1%, -6%
> COc1ccc(NC2SC(=O)N(CC(=O)O)C2=O)cc1 (stereo unspecified)
→ -9%, -9%, -1%, u, 4%, -4%, 8%, u
> COc1ccccc1NC(=O)C1=C(C)NC(=O)NC1c1cccc(OC)c1OC (stereo unspecified)
→ 3%, -1%, -1%, 12%, -1%, -21%, -1%, -1%

Other compounds:
SMILES | Tau fluor cs | Tau fibril FP | TR SRC2 fluor cs | ALDH1A1 block | L3MBTL1 inh | TRb SRC2 PPI | GLA spleen mod | Tau fibril ThT
O=C(COC(=O)c1ccccc1NC(=O)c1ccco1)Nc1ccc2c(c1)OCO2 | u | 8% | 1% | -14% | -4% | 9% | 3% | u
CCN1CCN(CC(=O)Nc2ccc(C)cc2C)C(=O)C1=O | -5% | 5% | -1% | -10% | x | -6% | 9% | -12%
OCCSc1nc(-c2ccccc2)nc2ccc(F)cc12 | u | -25% | -8% | 4% | 8% | -5% | -4% | -9%
COc1ccc(Cl)cc1CSc1n[nH]c(C)n1 | -7% | -5% | -4% | -5% | x | -7% | -2% | -12%
CCOC(=O)/C(=N\Nc1cccc(C(F)(F)F)c1)N1CCOCC1 | -16% | 11% | 1% | 1% | x | -5% | 2% | -1%
Cc1cc(/C=C2/SC(=O)N(CC(=O)N3CCCC3)C2=O)ccc1N1CCOCC1 | -27% | -2% | -5% | 6% | x | 4% | -8% | u
O=C(NCC1CC1)c1ccc2c3n(nc2c1)-c1ccccc1CO3 | 13% | u | -2% | x | x | -6% | -6% | 8%
COc1ccccc1NC(=O)COc1ccc(/C=N/NC(=O)CSCc2ccc(Cl)cc2)cc1 | -20% | -14% | 2%[53 µM] | 7% | 10% | -12%[53 µM] | 3% | -15%
CNC(=O)NC(=O)COc1c(F)c(F)cc(F)c1F | -2% | 1% | 0% | -2% | 8% | 4% | 8% | -1%
CC(C)c1ccc(N2C=Nc3ccc(C(C)C)cc3C2)cc1 | -11% | 1% | 1% | x | x | 0% | -3% | x
CCSc1nnc(NC(=O)C2Cc3ccccc3CN2S(=O)(=O)CC)s1 (stereo unspecified) | -11% | -1% | 0% | 5% | -12% | -2% | -4% | u
COC(=O)c1cn(CCOc2ccccc2OC)c2ccccc12 | -25% | 7% | -5% | -8% | -2% | -9% | 3% | u
CC(C)(C)C(=O)NC(=S)Nc1ccccc1C(=O)NC1CCCCC1 | 1% | 1% | 2% | -9% | 0% | -4% | 4% | -2%
Cc1ccc(S(=O)(=O)CC(=O)c2cc(C)c(O)c(C)c2)cc1 | u | -7% | -1% | 1.8µM* | -2% | -6% | 7% | 0%
O=C(Nc1nnc(CCc2ccccc2)s1)C1CCCO1 (stereo unspecified) | -3% | 5% | 2% | 3% | -4% | -4% | -1% | 1%
COc1ccc(/C=C/C(=O)Nc2ccc(-n3nncc3-c3ccccc3)cc2)cc1OC | u | u | 1% | u | -11% | 13% | 7% | 5%
O=C(Nc1nc2ccccc2[nH]1)C1CC1 | 6% | 9% | -2% | 7% | 13% | 3% | 5% | 8%
N#CC1(c2ccccc2)CCCN1C(=O)c1ccc(Br)o1 (stereo unspecified) | -5% | -1% | 1% | u | 1% | 14% | -5% | -10%
O=C(NCc1ccccc1)c1ccc(CN2CCOCC2)cc1 | 0% | 3% | 0% | u | 8% | 14% | -5% | 7%
COC(=O)CSc1nnc(CNC(=O)c2ccc(S(=O)(=O)N3CCCCC3)cc2)n1C | -6% | 1% | 2% | -5% | -3% | 1% | 8% | -7%
CCCOC(=O)c1ccc(NC(=O)c2cnccn2)cc1 | -19% | 1% | 0% | -5% | 9% | 4% | 5% | u
COc1ccc(S(=O)(=O)NCCSc2ccc(C)cc2)cc1OC | -12% | 8% | -1% | 5µM* | 2% | 2% | 6% | 1%
COc1ccccc1-c1cc(C(=O)NC(C)c2ccccc2)no1 (stereo unspecified) | -9% | -3% | -1% | 2% | 16% | -2% | -1% | -9%
Cc1cc(NC(=O)Nc2cccc(C(F)(F)F)c2)n(C)n1 | -12% | -7% | -1% | -5% | x | 3% | 4% | -3%
Cc1c(C(=O)NC(=S)Nc2ccccc2N2CCCC2)cccc1[N+](=O)[O-] | u | 10% | 3% | u | u | -2% | -1% | u
C/C(=N\O)c1cc(Cl)ccc1O | -7% | 5% | 0% | 12% | 2% | -9% | -10% | -10%
O=C1C2C3C=CC(CNS(=O)(=O)c4ccccc4)(O3)C2C(=O)N1c1ccc(Cl)cc1 (stereo unspecified) | -5% | u | 7% | 0.63µM* | 10% | 3% | -5% | -19%
